Assay outcomes as filed in PubChem BioAssay.
Wnt bcat act = Wnt/beta-catenin pathway activators, primary screen, cell-based, plate reader, single point; Wnt/beta-catenin reporter cell assay, activator; activation, % at 9.35 µM; 300,000 compounds, 1.2% hits; AID 743398, 2014; in the data active means activation above about 30%, passing the limit was not always enough; inconclusive means no clear call, values can overlap the other calls;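 further: 0% = neutral control wells and 100% = positive control wells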
dFosB act = activators of delta FosB homodimer, primary screen, biochemical, fluorescence polarization, TAMRA-CDK5 oligo, single point. Protein FosB (Mus musculus), P13346. purified delta FosB; percent of positive-control signal above neutral wells. activation, % at 25 µM. 340,000 compounds, 0.99% hits;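 active means mean activation above about 17%, with every replicate also reaching it, limit read from the data, passing the limit was not always enough; inconclusive means only one of the two conditions met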;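 further: fluorescence polarization rise as delta FosB binds a TAMRA Cdk5 AP-1 oligo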
HTR5A inv ag = HTR5A inverse agonists in luminescence cell assay, primary screen, counter-screen for OPRM1-OPRD1 heterodimer inverse agonist project, full-deck HTS; 5-hydroxytryptamine receptor 5A (Homo sapiens), P47898; HTR5A cell line, inverse agonism; inhibition, % at 9.3 µM; 340,000 compounds, 0.083% hits; in the data active means inhibition mostly above about 23%, no sharp cut-off; inactive means mostly below about 18%;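 further: 0% = cells with DMSO and 100% = no-cell wells with DMSO; some compounds called inactive have numbers as strong as hits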
PvdQ acylase = P. aeruginosa PvdQ acylase inhibitors, primary screen, biochemical, fluorescence, plate reader and imaging, single point | PvdQ acylase [Pseudomonas aeruginosa LESB58] | purified PvdQ acylase | inhibition, % at 10 µM | 340,000 compounds, 0.063% hits | AID 488965, 2010; in the data active means inhibition above about 30%, passing the limit was not always enough; inconclusive means no clear call, values can overlap the other calls;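 further: 0% = vehicle neutral wells and 100% = reference inhibitor wells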
MITF act = activators of MITF-driven TRPM1 promoter reporter, primary screen, cell-based, SK-MEL-5, luciferase, single point; SK-MEL-5 TRPM1-promoter luciferase, 24 h; % of positive control, neutral wells = 0; activation, % at 12.5 µM; 300,000 compounds, 0.75% hits;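 active means mean activation of at least 80% with every replicate also reaching 80%; inconclusive means mean reaches 80% but some replicate falls short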;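 further: 0% = neutral control wells and 100% = parthenolide positive control wells; values of inactives mirror those of a sister screen read the other way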
V-ATPase pHluor = regulators of yeast V-ATPase proton pumping, primary screen, pHLuorin cytosolic pH fluorescence; S. cerevisiae; response, % at 10 µM; 350,000 compounds, 0.37% hits; in the data active means response mostly above about 7.3%, no sharp cut-off; inactive means mostly below about 5.4%; further: actives read high; inactives centre near 0; some compounds called inactive have numbers as strong as hits; reference of the scale not given here
HTR5A ag ctr = HTR5A agonists in luminescence cell assay, primary screen, counter-screen for OPRM1-OPRD1 heterodimer agonist project, full-deck HTS. activation, % at 9.3 µM. AID 504692, 2011. 5-hydroxytryptamine receptor 5A (Homo sapiens), P47898. cell-based. 340,000 compounds, 0.61% hits; in the data active means activation mostly above about 9.5%, no sharp cut-off; inactive means mostly below about 7.6%;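 further: 0% = cells with vehicle only and 100% = reference agonist; strong numbers were not always called active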
NSD2 inh = NSD2 histone methyltransferase inhibitors, primary screen, biochemical, AlphaScreen, single concentration, set 2; inhibition, % at 12.5 µM; 310,000 compounds, 0.54% hits; NSD2 peptide methylation, 120 min; in the data active means inhibition above about 50%
Target sequence (O96028 whole entry, looked up): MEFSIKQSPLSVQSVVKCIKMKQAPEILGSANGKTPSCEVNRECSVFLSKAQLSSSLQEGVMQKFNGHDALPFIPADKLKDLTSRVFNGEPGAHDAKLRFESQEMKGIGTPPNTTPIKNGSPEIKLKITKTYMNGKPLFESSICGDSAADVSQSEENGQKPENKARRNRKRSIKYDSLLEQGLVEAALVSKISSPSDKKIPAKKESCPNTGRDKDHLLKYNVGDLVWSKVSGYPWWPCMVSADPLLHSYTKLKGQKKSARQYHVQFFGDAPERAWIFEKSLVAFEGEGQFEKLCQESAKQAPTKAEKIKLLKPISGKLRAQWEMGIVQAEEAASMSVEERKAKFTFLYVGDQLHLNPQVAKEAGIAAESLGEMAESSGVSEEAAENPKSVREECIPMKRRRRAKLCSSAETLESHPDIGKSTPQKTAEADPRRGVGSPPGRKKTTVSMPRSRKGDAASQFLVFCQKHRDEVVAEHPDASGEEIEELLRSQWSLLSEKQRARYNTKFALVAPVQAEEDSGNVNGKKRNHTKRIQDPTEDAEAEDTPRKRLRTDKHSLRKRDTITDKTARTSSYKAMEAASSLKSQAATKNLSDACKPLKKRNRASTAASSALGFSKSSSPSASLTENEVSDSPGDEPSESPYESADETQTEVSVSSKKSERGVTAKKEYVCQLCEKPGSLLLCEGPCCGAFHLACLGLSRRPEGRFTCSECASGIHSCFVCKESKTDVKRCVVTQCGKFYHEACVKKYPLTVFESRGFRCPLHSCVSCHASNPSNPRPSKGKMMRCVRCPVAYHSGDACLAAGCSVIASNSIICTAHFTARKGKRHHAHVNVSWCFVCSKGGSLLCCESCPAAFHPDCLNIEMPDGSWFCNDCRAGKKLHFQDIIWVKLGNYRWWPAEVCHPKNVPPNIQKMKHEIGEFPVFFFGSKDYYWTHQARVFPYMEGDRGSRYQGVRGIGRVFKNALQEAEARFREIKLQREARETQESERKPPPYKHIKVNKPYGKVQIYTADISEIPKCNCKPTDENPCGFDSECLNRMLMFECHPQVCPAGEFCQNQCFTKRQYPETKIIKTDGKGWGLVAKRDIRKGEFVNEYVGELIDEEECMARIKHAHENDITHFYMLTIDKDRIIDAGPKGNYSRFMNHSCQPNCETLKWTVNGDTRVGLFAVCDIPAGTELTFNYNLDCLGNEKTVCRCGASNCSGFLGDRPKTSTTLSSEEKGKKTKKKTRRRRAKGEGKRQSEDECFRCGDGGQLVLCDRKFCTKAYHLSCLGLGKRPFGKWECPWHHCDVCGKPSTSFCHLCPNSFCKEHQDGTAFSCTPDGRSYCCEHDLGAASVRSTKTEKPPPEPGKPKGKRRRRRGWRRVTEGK
CDK5 p35 inh = inhibitors of human CDK5/p35 kinase, primary screen, biochemical, single concentration; Cyclin-dependent kinase 5 (Homo sapiens) + Cyclin-dependent kinase 5 activator 1 (Homo …; Recombinant CDK5/p35, ADP-Glo luminescence, 60 min; inhibition, % at 10 µM; 330,000 compounds, 0.01% hits;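 active means highest replicate inhibition of at least 50% and at least 75% of replicates reaching 50%; inconclusive means only one of the two criteria met; inactive means both criteria failed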;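 further: plate controls were DMSO neutral control for no effect and GW8510 at 10 µM for full effect; many of its hits are not listed in these tables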
SR-BI HDL uptake = inhibitors of SR-BI mediated HDL lipid uptake, primary screen, ldlA[mSR-BI] cells, fluorescence, single point. inhibition, % at 12.5 µM. ldlA[mSR-BI] CHO cells, DiI-HDL uptake fluorescence, 3 h. Scavenger receptor class B member 1 (Mus musculus), Q61009. AID 488896, 2010. 320,000 compounds, 0.96% hits;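 active means mean replicate inhibition of at least 70% and a set share of replicates each scoring 70 or more; inconclusive means meets just one of the two criteria; inactive means fails both criteria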;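 further: 0% = median of neutral control wells and 100% = median of positive control wells; values of inactives mirror those of a sister screen read the other way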
The depositor's hits bear a star; ? = inconclusive; / = no result given. Random draw from the library, and some 5% of all compounds hit somewhere here.

Compound	Wnt bcat act	dFosB act	HTR5A inv ag	PvdQ acylase	MITF act	V-ATPase pHluor	HTR5A ag ctr	NSD2 inh	CDK5 p35 inh	SR-BI HDL uptake
COc1oc(-c2ccccc2)nc1C(F)(F)F	/	2	-13	-6	14	-3	8	-1	-0.5	5
O=C(c1nc[nH]c1C(=O)N1CCN(c2ccccc2)CC1)N1CCN(c2ccccc2)CC1	-3	-2	-16	3	1	2	5	/	-2.0	-5
CCOc1ccccc1CN1CCCC(C(=O)c2ccc(OC)c(OC)c2)C1 (centres undefined)	-3	-3	-7	6	4	3	2	2	-0.5	6
O=C(CSc1nc2ccncc2[nH]1)Nc1ccccc1C(F)(F)F	/	-1	14	-20	2	-1	-5	2	1.3	-15
CC(OC(=O)/C=C/c1ccccc1)C(=O)NC1CCCCC1C (centres undefined)	3	-10	-2	-14	3	1	1	12	-3.7	15
O=C(NNS(=O)(=O)c1ccc(F)cc1)c1ccc(O)cc1	-1	-7	1	-14	/	0	5	-4	1.0	-6
C/C=C(\C)CN1CCC(n2nccc2NC(=O)CCOc2ccccc2)CC1	0	-8	-6	4	-4	3	4	14	2.4	-19
CCCC(=O)N1CC2(C)CN(C(=O)CCC)CC(CCC)(C1)C2=O	/	0	-18	-11	-3	6	1	-1	1.4	-24
CC(C)c1c(O)nc(SCCOc2ccc(Cl)cc2)[nH]c1=O	6	-2	-33	4	0	1	11	-2	0.8	-6
CCC(C)CCCCCCCCCCC(=O)O (centres undefined)	0	-15	1	-14	/	-2	-7	/	0.5	-17
COc1cccc(NC(=O)N2CCCC2C(=O)NCc2ccco2)c1 (centres undefined)	-1	-2	-13	8	0	2	5	3	1.7	-13
Cc1ccc(-c2nnc(SCC(=O)N/N=C/c3cccs3)n2-c2ccc(C)cc2)cc1	/	-4	3	-11	9	-7	4	1	-0.3	33
CCCCSc1c(C)c2cc3c(cc2[nH]c1=O)OCO3	1	-12	12	6	17	4	-6	1	0.8	-9
Cc1nnc(NC(=O)CSc2nnc(C)n2Cc2ccccc2)s1	-3	-2	-9	-5	/	0	0	0	-1.5	9
Cc1ccc(NCc2cccc(B(O)O)c2)cc1	8	-5	-10	11	1	0	3	/	0.3	0
CCN(CC(=O)NCc1ccc(F)cc1)C(=O)CN1CCN(c2cc(Cl)ccc2C)CC1	-1	-5	-17	-10	/	-3	6	9	-4.5	/
CC(C)(C)C1CCC(=NNC(=O)c2cc(-c3ccccc3)n[nH]2)CC1 (centres undefined)	-2	3	1	-8	2	-2	0	-8	-0.8	-11
COc1ccc(-n2c(C)c(C)c3c(NCCCN(C)C)ncnc32)cc1	0	4	-30	-4	-8	3	9	19	0.6	12
O=C(Nc1ccccc1N1CCOCC1)c1cccc([N+](=O)[O-])c1	/	5	-5	-19	-6	1	2	2	-0.7	3
Cc1cc(C)cc(C(=O)NC(CC(N)=O)c2ccc(N3CCC(N4CCCCC4)CC3)c([N+](=O)[O-])c2)c1 (centres undefined)	1	-4	-1	-5	3	6	1	/	3.0	-22
COCCNC(=O)/C(C#N)=C/c1ccc(SC)cc1	3	-2	/	-12	15	2	/	1	-2.3	-10
Cc1nnc(Sc2nc3c(c(=O)n(C)c(=O)n3C)n2Cc2ccccc2Cl)s1	-5	2	-13	24	7	-2	3	-5	-1.3	2
CSc1nc(Oc2cccc(C(F)(F)F)c2)cc(C(F)(F)F)n1	/	-1	-3	5	-7	-5	3	1	-2.0	26
N#Cc1ccc(N2CCOCC2)nc1	0	3	-15	-8	-3	11	0	-3	2.4	-30
Cn1c(=O)[nH]c(=O)c2c1nc1n2CCCS1	/	-1	-1	-2	-4	0	1	-2	-0.1	-5
COc1cccc(/C=C/C(=O)OCC(=O)NCC2CCCO2)c1OC (centres undefined)	-1	6	19	-12	2	-2	1	0	-0.4	-22
Oc1oc(-c2ccccc2)nc1/C=N/c1ccccn1	/	-2	-21	12	71	-1	-12	8	0.5	-4
Cc1cnn(C(=S)NCC2CCCO2)c1 (centres undefined)	-5	0	14	15	0	-4	-5	-4	2.0	2
Cc1csc(SCC(=O)NC(C)C2CC3CCC2C3)n1 (centres undefined)	-1	0	11	-16	6	3	-4	/	0.0	-12
Cc1ccc(F)cc1NC(=O)CN1C(=O)NC2(CCCc3ccccc32)C1=O (centres undefined)	-3	-6	-6	-8	2	3	6	-4	-3.1	5
CCOC(=O)c1c(C)[nH]c(C(=O)CN2CCN(CC)CC2)c1C	5	-3	-1	-12	1	4	2	/	-2.7	/
O=C(NCCc1ccc(Cl)cc1)C1CCN(S(=O)(=O)c2cccc3nonc23)CC1	/	5	-9	2	0	-39	3	-1	1.0	24
Cc1cc(C(F)(F)F)nc(CCNCc2c(C(=O)N3CCCC3)nc3ccccn23)n1	0	-3	/	-1	0	0	/	-1	-2.1	3
C=CCN(CC=C)Cc1cc(=O)n2c(-c3ccccc3)csc2n1	-8	-8	-19	-3	-16	-4	7	6	0.7	/
O=C(CNC(=O)c1ccccc1F)OCC(=O)N1CCCc2ccccc21	0	2	6	-3	13	0	-2	-1	-0.3	-3
OCCNc1nc2ccc(Cl)cc2[nH]1	/	-2	-27	-4	-2	-18	0	-5	-1.7	-9
COc1ccc(N2CCN(c3ccc(C(=O)O)cc3[N+](=O)[O-])CC2)cc1	-4	-2	7	2	-2	1	-2	4	0.6	-2
CC1(C)Cc2c(C#N)c(SCCOc3ccccc3)nc(N3CCOCC3)c2CO1	-4	-10	13	-3	2	-1	0	4	-2.0	51
COC(=O)c1ccc(CN2CCCC(CO)(Cc3ccc(F)cc3F)C2)cc1 (centres undefined)	0	-9	3	20	/	-3	-1	-1	0.5	23
Cc1ccc(-c2nc(COC(=O)c3c(C)noc3C)cs2)cc1	/	0	14	-9	/	1	3	-2	-1.6	16
CCCCCOc1ccc(C(=O)NCC(=O)NCC(=O)OCC)cc1	/	-3	-5	-8	-16	2	2	0	0.4	17
Cc1cc(NC(=O)CSc2nccn2-c2ccc(F)cc2)no1	/	5	20	-7	-7	-2	-2	-2	-0.2	16
C#CC[N+]1(CC#Cc2ccccc2)CCCC1	/	6	-4	-6	-8	-3	1	1	0.7	1
COc1cccc(CNCC2CCCO2)c1 (centres undefined)	0	-3	-6	-20	1	-1	2	-2	0.5	1
CC1CCN(C(=O)COC(=O)C(C)N2C(=O)c3ccccc3C2=O)CC1 (centres undefined)	-1	-5	17	-1	2	-3	-7	0	-0.3	-19
Cc1ccc(CNC(=O)CN2CCN(c3ccc(F)cc3)CC2)cc1	0	-6	30	-15	/	-4	0	6	0.4	-10
CC1=Nc2ccccc2/C1=C/c1c(C)[nH]c2ccccc12	/	16	5	-6	-50	0	-1	-4	0.7	28
O=C(OCC(=O)N1CCCc2ccccc21)c1ccccc1NCCO	3	-3	6	-16	8	1	-3	-2	-1.1	-1
O=C(CN(Cc1ccco1)C(=O)Cn1nnc(-c2cccs2)n1)NCC1CCCO1 (centres undefined)	0	-1	32	-6	1	-1	-5	-5	-4.7	-22
CN(C)CCCNC(=O)/C(=C\c1ccc(-c2ccc(Br)cc2)o1)NC(=O)c1ccccc1	-1	14	34	16	-95	2	3	4	-0.7	-28
Oc1[nH]c(N=C2N=c3ccccc3=N2)c2ccccc12	29	6	11	-17	-29	-92	-3	0	-1.2	/
CN(C)S(=O)(=O)c1cccc(C(=O)OCC(=O)c2ccc3c(c2)NC(=O)CO3)c1	-1	-13	4	-6	-9	1	1	-1	0.3	15
O=C(CCCn1ncn2c(cc3occc32)c1=O)NCc1cccc(Cl)c1	2	-12	-2	2	-3	-7	-3	-3	0.2	-1
COc1ccc(-c2cc(C(=O)N3CCN(c4ccccc4OC)CC3)no2)cc1	-1	-8	8	-7	-3	4	-3	-2	-0.2	19
O=C(CCn1c(=O)c2cccn2c2ccc(F)cc21)NCc1cccc(F)c1	1	?	5	-11	15	2	-2	-2	-1.6	15
COc1ccc(C(=O)Nc2nc(C)cc(C)n2)cc1	-2	-1	18	-6	-1	-1	8	-4	0.8	-24

More results
Compound	Wnt bcat act	dFosB act	HTR5A inv ag	PvdQ acylase	MITF act	V-ATPase pHluor	HTR5A ag ctr	NSD2 inh	CDK5 p35 inh	SR-BI HDL uptake
COc1ccc(-c2cc(C(=O)O)nc3ccc4ccccc4c23)cc1OC	4	1	-3	7	15	3	1	-1	1.1	7
O=C(Nc1ccc(S(=O)(=O)N2CCCc3ccccc32)cc1)C1CCCO1 (centres undefined)	0	-15	5	-2	-17	-2	2	3	-0.7	31
Cn1c2c(c(=O)n(C)c1=O)C(C(F)(F)F)(C(F)(F)F)N=C(c1ccccc1Cl)N2	5	-2	-29	-7	/	0	3	-1	-1.6	-12
Cc1nn(-c2ccccc2)c(Cl)c1C(=O)NCc1ccccc1F	-3	-9	-41	0	6	-4	14	-1	-2.2	/
CCCCN1C(=O)C(=O)N(CC(=O)c2ccc3c(c2)CCCC3)C1=O	6	-7	5	0	11	6	-2	-2	0.1	-14
O=[N+]([O-])c1ccc(Sc2nccn2Cc2ccccc2)c([N+](=O)[O-])c1	-6	-8	-18	-20	-2	-80	2	9	-1.3	-3
Cc1cc(C)nc(Nc2ncc(O)n2-c2ccc(Br)cc2)n1	-4	1	-14	-4	9	-3	5	4	1.4	0
Cc1cccc(C)c1OCC(=O)NNC(=O)CNC(=O)c1ccc(OC(F)F)cc1	-6	10	11	-7	-12	-1	-3	-1	0.5	9
Cc1cc(C)c[n+](C2=C([O-])c3ccccc3C(=O)/C2=N\S(=O)(=O)c2cccs2)c1	-2	-6	-11	-4	-104	-3	4	3	-0.2	-35
COc1ccc(CCNC(=O)CCS(=O)(=O)Cc2ccccc2C)cc1OC	0	-3	1	-15	17	5	0	-2	1.1	9
CCN1CCN(C(=O)C(N)Cc2ccccc2)CC1 (centres undefined)	5	-9	5	-12	2	1	9	4	1.3	-14
Cc1ccc2nc(Nc3ccccc3)c(C=O)c(=O)n2c1	-3	-5	7	-20	23	-3	-2	2	0.8	-7
